Screening data from PubChem BioAssay.
GLS inhibitor – blocks human kidney-isoform glutaminase activity. 410,000 compounds, 0.21% hits. GLS enzymatic activity, qHTS titration. Potency, µM (series often up to 45.5 µM), without a hit: at the highest dose activity change, negative = inhibition, most hits filed as inhibitors; active = well fitted inhibition curve with a large enough effect; inconclusive = small, poorly fitted or top-dose-only effect, or another doubt; inactive = no such curve, though single readings can be large or run the other way; also: potency is read from the fitted curve at half-maximal effect
Target sequence (O94925 whole entry, looked up, canonical isoform): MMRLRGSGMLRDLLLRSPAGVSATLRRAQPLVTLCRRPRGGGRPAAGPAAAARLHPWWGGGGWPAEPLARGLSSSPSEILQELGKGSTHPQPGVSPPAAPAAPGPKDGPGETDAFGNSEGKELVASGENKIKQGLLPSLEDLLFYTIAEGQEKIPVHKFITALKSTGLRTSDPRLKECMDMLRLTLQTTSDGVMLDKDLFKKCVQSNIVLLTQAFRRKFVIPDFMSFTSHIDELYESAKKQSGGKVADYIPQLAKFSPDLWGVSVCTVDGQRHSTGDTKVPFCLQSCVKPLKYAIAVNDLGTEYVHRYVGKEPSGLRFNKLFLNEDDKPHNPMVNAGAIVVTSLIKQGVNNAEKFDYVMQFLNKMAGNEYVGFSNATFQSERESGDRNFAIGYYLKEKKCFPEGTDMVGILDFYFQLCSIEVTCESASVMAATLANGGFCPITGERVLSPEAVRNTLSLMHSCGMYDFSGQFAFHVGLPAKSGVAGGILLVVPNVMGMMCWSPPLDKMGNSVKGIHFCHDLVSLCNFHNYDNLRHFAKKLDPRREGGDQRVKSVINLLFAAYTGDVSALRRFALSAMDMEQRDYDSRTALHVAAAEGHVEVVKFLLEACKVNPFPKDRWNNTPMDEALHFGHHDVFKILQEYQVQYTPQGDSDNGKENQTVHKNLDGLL
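hKGA in 45 mM KH2PO4 (pH 8.2), 0.02% Tween-20 with compound, then 1mM L-Glutamine (stock as added) plus glutamate oxidase/HRP/Amplex red coupling mix. Fluorescence read initially and after 30 min at RT; signal change reflects glutamate formation.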
PI4K2A block – PI4K2A (human) kinase inhibition; activity change, negative = inhibition, % at 76.9 µM; AID 1346378; purified PI4K2A, ADP-Glo luminescence, 1 h; stronger effect = lower value; Q9BTU6; 420,000 compounds, 0.13% hits; in the data active = activity change below about -50%; inconclusive = mostly about -30% to -49%;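 also: -100% = wells without enzyme as full effect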
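Compounds are screened against recombinant PI4K2A using PI as substrate and ATP, the latter dispensed at 300 microM. Reactions run one hour at ambient temperature before ADP-Glo detection; full inhibition defined by wells lacking enzyme.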
Starred values were filed as active, the others as inactive; i = inactive; ? = inconclusive; [ ] = remark or other dose. Unless noted, % is scaled to controls: 0 for no effect and ±100 for the full control effect.

SMILES	GLS inhibitor	PI4K2A block
CC(=O)Nc1cccc(-c2ccnc3c2CC(C(=O)Nc2ccc(Cl)cc2)O3)c1 (stereo unspecified)	-3%	0
COc1cccc(C(C)(O)c2nc(-c3ccccc3C)cs2)c1 (stereo unspecified)	4%	-2
CC(C)C(=O)N1CCCC1(C)C(=O)Nc1ccc2c(c1)OCO2 (stereo unspecified)	19%	-3
COCCCN1C(=O)C(CC(=O)NCCN2CCOCC2)CC(C(=O)N(C(C)C)C(C)C)=C1C (stereo unspecified)	1%	-3
CC1CN(c2cc3c(cc2F)c(=O)c(C(=O)O)cn3-c2ccc(F)cc2F)CCN1 (stereo unspecified)	4%	i
Cc1cc2nc(-c3ccccc3)c(Cc3ccccc3)n2c(C)c1Br	21%	6
Cc1cc(C)n2c(NCc3ccccc3)c(-c3cc4ccccc4o3)nc2n1	3%	-1
CC(=O)C1=CCC(c2ccccc2)N(S(C)(=O)=O)C1 (stereo unspecified)	6%	0
CCOC(=O)C1=C[C@@H](C(C)(C)C)N(S(=O)(=O)c2ccc(C)cc2)[C@H]1c1ccc(F)cc1	-3%	-1
Cn1nc(C2CC2)cc1NC(=O)C1(C)CCN1C(=O)CCc1ccccc1 (stereo unspecified)	-4%	2
COc1ccc(-c2nc3ccc(Br)cn3c2Cc2ccccc2)cc1OC	5%	2
O=C(NCC1CC1)c1cc2c(c(-c3cccc(-c4ccccc4F)c3)n1)[C@H](CCO)N(C(=O)CC1CC1)C2	3%	5
CCOC(=O)N(C)c1c(CC)nc2c(OCc3ccc(F)cc3)cccn12	1%	-2
COC[C@@H]1CCCN1[C@@H]1CS(=O)(=O)N[C@H]1COCc1ccccc1	0%	0
CC(C)c1ccc(NC(=O)Nc2nc(C(N)c3ccccc3)cs2)cc1 (stereo unspecified)	7%	1
COc1ccccc1-c1cc2nc(NCCc3ccc(S(N)(=O)=O)cc3)ccn2n1	10%	1
O=C1N2CCCCC1(c1ccccc1)CCCC2	-3%	2
CC1=C(C(=O)N(C(C)C)C(C)C)CC(CC(=O)NCCCCc2ccccc2)C(=O)N1CCCN1CCCC1=O (stereo unspecified)	-2%	-1
CCc1nc2c(OCc3ccc(C(F)(F)F)cc3)cccn2c1N(C)C(=O)c1ccc(OC)cc1	8%	-1
COc1ccc(NC(=O)c2cc(-c3cc(C)cs3)[nH]n2)cc1OC	1%	6
COc1cc(-c2cnc3c(NC(C)=O)cc(-c4ccc(N5CCN(C)CC5)cc4)cn23)cc(OC)c1OC	22%	0
Cc1cccnc1C1=NOC(Cc2ccccc2)C(=O)N1Cc1ccccc1F (stereo unspecified)	5%	-2
CCC(=O)N1CCCC(C(=O)Nc2ccc3cn[nH]c3c2)CC1 (stereo unspecified)	12%	4
CC(C)(C)c1ccc(CC(=O)N2CCC2(C)C(=O)Nc2cnc3ccccc3c2)cc1 (stereo unspecified)	-12%	0
COc1cc(-c2coc3c(C(=O)NCc4ccc(C(F)(F)F)cc4)cccc23)ccc1O	1%	-1

Next section
SMILES	GLS inhibitor	PI4K2A block
COc1cc(CN2C[C@@H](CO)O[C@@H](n3cnc4c(NC5CCC5)ncnc43)C2)cc(OC)c1OC	8%	-2
Cc1c(C(=O)NCc2ccc3c(c2)OCO3)sc(=O)n1Cc1ccc(S(C)(=O)=O)cc1	3%	1
CNc1nc(Oc2ccc3sc(C)nc3c2)c2sccc2n1	4%	-3
Cn1c(=O)c2cc(NC(=S)NC3CC3)ccc2n1Cc1ccccc1	31%[activator]	0
NC(c1ccc(F)c(F)c1)c1nc(-c2cncnc2)cs1 (stereo unspecified)	-1%	0
COCCNC(=O)C1(C)CCCN(Cc2ccc(-c3ccccc3)o2)C1 (stereo unspecified)	4%	0
CCCCNC(=O)C1(C)CCCCN1C(=O)c1ccc(OC)c(C(F)(F)F)c1 (stereo unspecified)	19%	-3
CN(C)c1nc(N)nc2c1ncn2C1OC(CO)CC1O (stereo unspecified)	2%	-10
Cc1ccccc1C(=O)N1CCC[C@@H]1C(=O)N1CCC[C@H]1C(=O)NCc1ccncc1	5%	-1
Cc1ccc2nc(-c3ccc(F)cc3)c(Cc3ccccn3)n2c1	-1%	-7
COCCNc1nc(NCCCN(C)C)c2sccc2n1	11%	-1
CCOC(=O)[C@]12CCCC=C1N(Cc1cccc3ccccc13)C(=O)[C@H](CC(=O)NCc1ccc(C)o1)C2	11%	-1
O=C(Nc1ccccc1Cl)c1cc(C2CCCN(C(=O)c3cccs3)C2)on1 (stereo unspecified)	3%	-1
Cc1ccc(F)c(S(=O)(=O)NC(=O)C2(C)CCN2C(=O)Cc2cc(F)ccc2F)c1 (stereo unspecified)	-3%	-2
COc1ccc(Cc2c(C(C)(C)C)nc3cc(C)c(Br)c(C)n23)c(C)c1	-1%	-7
N#Cc1ccc(-c2nc3ccc(Cl)cn3c2Cc2cccc(F)c2)cc1	21%	2
COc1ccc(Cc2c(-c3ccccc3)nc3c4ccccc4ccn23)c(C)c1	-8%	-1
Cc1cccc(CNC(=O)c2sc(=O)n(Cc3c(C)cccc3C)c2C)c1	-7%	-2
COc1cc(F)ccc1-c1cc(C(=O)NCc2cc(C(F)(F)F)cc(C(F)(F)F)c2)[nH]n1	2%	-3
COCCNc1nc(Nc2ccc(C)cc2C)c2sc(-c3ccccc3)cc2n1	8%	-5
CC(C)C[C@@H]1CN(CCCC[C@H]2CNC(=O)C(=O)N2CCC2CCCCC2)C(=O)C(=O)N1CC1CCCCC1	-3%	-5
CSc1ccc(OC2(C)CCN(Cc3ccc(OC(F)(F)F)cc3)C2)cc1 (stereo unspecified)	13%	-3
CN(C)c1cccc(CNC(=O)c2csc(COCCO)n2)c1	68%[activator]	0
CCCCNc1c(CCc2ccccc2)nc2nc(C)cc(C)n12	9%	-1
Cc1c(F)c(N2CCNC(C)C2)cc2c1c(=O)c(C(=O)O)cn2C1CC1 (stereo unspecified)	-3%	-2

Later entries
SMILES	GLS inhibitor	PI4K2A block
COc1ccc2c(c1)CO[C@@]21O[C@H](CCO)C[C@H](O)[C@H]1O	-11%	3
c1ccc2c(c1)oc1c(-c3cccc4nccn34)cccc12	22%	0
Nc1nc2c(ncn2[C@@H]2O[C@H](CNCc3ccc(Oc4cc(-n5cccn5)ncn4)cc3)[C@@H](O)[C@H]2O)c(=O)[nH]1	9%	-3
CCCS(=O)(=O)NC(=O)C1(C)CCCN(C(=O)c2ccc(C(F)(F)F)cc2)C1 (stereo unspecified)	1%	-3
COc1cc(C=C2Cc3ccccc3C2=O)cc(OC)c1OC	-7%	-3
CCCCN(C=O)c1c(CC)nc2ccc(C(=O)N3CCN(C(C)=O)CC3)cn12	0%	-3
CCCCNC(=O)C1(C)CCN1Cc1cc(C)ccc1C (stereo unspecified)	?	3
CNc1ccc(-c2ccccc2CO)cn1	8%	-4
CCC(c1nnnn1-c1c(C)cccc1C)N1CCN(CC)CC1 (stereo unspecified)	2%	-4
CCCCCCCCCCCCCCCCN	6%	0
Cc1cccc(C)c1NC(=O)CN1CCC(Cc2ccccc2)CC1	-1%	-7
CC(CSC(=O)c1ccccc1)C(=O)N1C[C@@H](Sc2ccccc2)C[C@H]1C(=O)O (stereo partly specified)	15%	i
OCCN1CCN(c2ncnc3c2ncn3[C@H]2CN(Cc3ccccc3)C[C@@H](CO)O2)CC1	7%	2
CCCCCCCCN1C(=O)[C@H](CC(=O)NCCCOCCCC)C[C@@]2(C(=O)OC)CCCCC=C12	-5%	-2
CCc1nc2ccc(C(=O)N(CC)CCN(C)C)cn2c1N(C)C(=O)c1cccc(OC)c1	2%	-1
CC1(C(=O)NS(=O)(=O)C2CC2)CCN(C(=O)c2ccccc2F)C1 (stereo unspecified)	-12%	5
CCCCN(C)c1c(C)nc2ccc(C(=O)NCCc3c[nH]c4ccccc34)cn12	3%	1
CC[C@@H](NC(=O)[C@@H](Cc1ccccc1)NC(=O)CC[C@H]1O[C@@H](n2ccc(=O)[nH]c2=O)[C@H](O)[C@@H]1O)c1ccccc1	5%	1
CCc1nc2ccc(C(=O)NCCCn3ccnc3)cn2c1N(CC)CCOC	52%[activator]	-2
O=C1NC[C@@H](CCCCN2CCN(CCc3ccccc3)C(=O)C2=O)N(CC2CCCCC2)C1=O	-1%	0
CC(=O)Nc1cc(-c2cccc(C(=O)N(C)C)c2)cn2c(-c3ccc(C(C)=O)cc3)cnc12	-5%	1
O=C(NCc1cccnc1)c1cc(C2CCCN(S(=O)(=O)c3cccc4cccnc34)C2)on1 (stereo unspecified)	4%	3
NC(c1csc(NC(=O)Nc2ccccc2Oc2ccccc2)n1)c1ccccc1Cl (stereo unspecified)	14%	-1
CCOC(=O)C1CCCN(C(=O)c2ccc3c(c2)CCO3)CC1 (stereo unspecified)	-3%	5
CC(=O)Nc1cc(-c2ccc(F)cc2)cn2c(-c3ccc(F)c(Cl)c3)cnc12	1%	-7

Shown with each value named: 3 of the compounds above
> COc1ccc(NC(=O)c2cc(-c3cc(C)cs3)[nH]n2)cc1OC
  GLS inhibitor = 1%
  PI4K2A block = 6
> Cc1ccc2nc(-c3ccc(F)cc3)c(Cc3ccccn3)n2c1
  GLS inhibitor = -1%
  PI4K2A block = -7
> CC(=O)Nc1cc(-c2ccc(F)cc2)cn2c(-c3ccc(F)c(Cl)c3)cnc12
  GLS inhibitor = 1%
  PI4K2A block = -7

Profiles, quoted from the list. Order of screens: GLS inhibitor, PI4K2A block
CCc1nc2ccc(C(=O)NCCCn3ccnc3)cn2c1N(CC)CCOC is listed with 52%[activator], -2
CCCCCCCCN1C(=O)[C@H](CC(=O)NCCCOCCCC)C[C@@]2(C(=O)OC)CCCCC=C12 is listed with -5%, -2
CCCCNC(=O)C1(C)CCN1Cc1cc(C)ccc1C (stereo unspecified) is listed with ?, 3
CCc1nc2ccc(C(=O)N(CC)CCN(C)C)cn2c1N(C)C(=O)c1cccc(OC)c1 is listed with 2%, -1

Continued:
SMILES	GLS inhibitor	PI4K2A block
N=C(N)c1ccc2cc(OC(=O)c3ccc(N=C(N)N)cc3)ccc2c1	-4%	0
Cc1cc(CC(=O)O)c(C)n1-c1ccc(Cl)cc1	-4%	-4
COc1ccc(C(C)(NC(C)=O)c2nc(-c3cccc(NC(C)=O)c3)cs2)cc1 (stereo unspecified)	1%	-1
COc1ccc(NC(=O)C2(C)CCN2Cc2ccc(OC(F)(F)F)cc2)cc1OC (stereo unspecified)	3%	0
CCCNC(=O)C1(C)CCCN(C(=O)c2ccc(OC)cc2OC)C1 (stereo unspecified)	1%	2
CC(=O)NC(c1ccccc1)c1nc(-c2cccc(CO)c2)cs1 (stereo unspecified)	3%	0
COCCNC(=O)C1CCCN(Cc2ccc(C)cc2)CC1 (stereo unspecified)	5%	0
CCOC(=O)C1(C)CCCN1C(=O)c1ccc(F)c(Cl)c1 (stereo unspecified)	-7%	6
Cn1c(=O)c2cc(NC(=O)CCc3ccc(O)cc3)ccc2n1Cc1cccc(C(F)(F)F)c1	-2%	-3
COc1cccc(C(O)c2nc(-c3ccc(F)c(Cl)c3)cs2)c1 (stereo unspecified)	8%	2
CC(=O)NCCNc1nc2cc(-c3cccc(C(F)(F)F)c3)sc2c(=O)n1C	4%	-3
O=C(NCc1ccccc1)c1cccc2c(-c3ccc(F)c(F)c3)coc12	4%	-3
COc1ccccc1N1CCN(CCCCNC(=O)c2ccc(-c3ccc(C(C)=O)cc3)cc2)CC1	8%	2
CCNC(=O)C1(C)CCN(Cc2noc(-c3c(C)noc3C)n2)C1 (stereo unspecified)	0%	-2
O=S1(=O)N[C@H](Cc2ccccc2)COc2cc(N3CC[C@H](O)C3)ccc21	13%	-2
CCCc1ccc(C(O)c2ncc(-c3ccccc3F)[nH]2)cc1 (stereo unspecified)	-4%	-3
Cn1c(=O)c2cc(NC(=O)CCc3cccnc3)ccc2n1Cc1ccc(F)cc1	-1%	3
CCc1nc2ccc(C(=O)NCCCn3ccnc3)cn2c1N(C)Cc1ccc(Cl)cc1	3%	-4
CC(=O)NC(c1cccc(F)c1)c1nc(-c2cnc3ccccc3c2)cs1 (stereo unspecified)	-8%	5
COc1ccc(S(=O)(=O)NC(=O)C2(C)CCN2C(=O)C2CCCCC2)cc1OC (stereo unspecified)	-2%	-2
Cc1cc2nc(-c3ccc(Cl)cc3)c(Cc3ccsc3)n2c(C)c1Br	20%	11
C[C@H](CO)N1C[C@H](C)[C@@H](CN(C)C(=O)Nc2cccc3ccccc23)OCCCC[C@H](C)Oc2ccc(NS(=O)(=O)c3cn(C)cn3)cc2C1=O	?	0
O=C(NC(c1cccnc1)c1ccc2c(c1)OCO2)C1CCN(CCOc2ccc(Cl)cc2Cl)CC1 (stereo unspecified)	15%	-8
COc1cccc(C(NC(C)=O)c2nc(-c3cccc(F)c3)cs2)c1 (stereo unspecified)	2%	-2
COc1ccc(OC)c(S(=O)(=O)NC(=O)C2(C)CCN2C(=O)c2ccco2)c1 (stereo unspecified)	1%	-4
COCCNC(=O)C1(C)CCCN(Cc2noc(-c3ccccc3OC)n2)C1 (stereo unspecified)	5%	-1
CCOC(=O)[C@]12CCC=C1N(Cc1ccc3c(c1)OCO3)C(=O)[C@H](CC(=O)N1CCC(c3ccccc3)CC1)C2	-1%	4

A portion of the library, so the mix of outcomes need not match the whole.
